# Bioassay records from PubChem BioAssay.
# KCNQ2 block = KCNQ2 potassium channel inhibitors, primary screen, cell-based, CHO-K1, FluxOR thallium flux, B-score (AID 2156). 310,000 tested, 1.1% active. 20 min; hits give low values. B-score at 10 µM;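 active = fluorescence ratio B-score at most minus 3 library SDs, with starting brightness B-score within 2 library SDs, cut at about -5.5 in these data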
# Kir21 inh = inhibitors of mouse Kir2.1 inward-rectifier potassium channel | Inward rectifier potassium channel 2 (Mus musculus), P35561 | B-score at 10 µM | HEK293-Kir2.1, FluxOR thallium flux fluorescence; hits give low values | 310,000 tested, 0.85% active;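 active = fluorescence ratio B-score at or below minus 3 SD of library scores, with starting-brightness B-score within 2 SD, cut at about -4.2 in these data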;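 also: channel flux triggered by added potassium and thallium sulfate stimulus; B-score of peak minus minimum fluorescence over baseline after thallium stimulus; more negative B-score means stronger Kir2.1 block with less thallium influx; some compounds called inactive have numbers as strong as hits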
# Target sequence (P35561 whole entry, looked up): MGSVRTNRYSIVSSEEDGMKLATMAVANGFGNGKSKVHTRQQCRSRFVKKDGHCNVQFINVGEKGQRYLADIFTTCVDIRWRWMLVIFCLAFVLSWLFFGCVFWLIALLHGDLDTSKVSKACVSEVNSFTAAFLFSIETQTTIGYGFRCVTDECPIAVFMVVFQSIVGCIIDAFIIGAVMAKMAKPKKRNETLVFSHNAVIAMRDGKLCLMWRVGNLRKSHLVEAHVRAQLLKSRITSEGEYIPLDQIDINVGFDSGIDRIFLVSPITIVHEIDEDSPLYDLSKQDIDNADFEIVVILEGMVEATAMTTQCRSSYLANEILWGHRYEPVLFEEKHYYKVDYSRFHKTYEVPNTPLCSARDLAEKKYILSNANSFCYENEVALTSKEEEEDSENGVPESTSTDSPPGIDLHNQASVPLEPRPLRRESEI
# * marks the source's active call; other numbers are inactive results; i = inactive.
SMILES,KCNQ2 block,Kir21 inh
O=C(Cc1coc(-c2ccc(F)cc2)n1)N1CCOCC1,i,0.97
N#Cc1ccc(COC(=O)c2cnc(Cl)c(Cl)c2)cc1,i,-1.2
Cc1cc(C)n(-c2nnc3n2N=C(c2c[nH]c4ccccc24)CS3)n1,i,0.01
CCOCCCNC(=O)c1cc(Sc2ccc(F)cc2)nc2ccccc12,i,1.2
COc1ccc(OCc2cc(C(=O)N3CCCC(CO)C3)no2)c2ccccc12 (stereo not given),i,-1.2
Cc1ccc(-n2c(SCC(=O)Nc3ccc4c(c3)OCO4)nnc2-c2ccccn2)cc1,i,0.85
O=C(CCCCCN1C(=O)CCC1=O)NCc1ccccc1,i,0.57
Cc1cc(C)c(C)c(S(=O)(=O)Nc2ccc(OCC(=O)O)cc2)c1C,i,0.1
CCOc1ccc(Br)cc1-c1noc(-c2cccs2)n1,i,0.06
CCOC(=O)N1CCN(C(=S)NC(=O)c2ccc(F)cc2)CC1,i,3.8
N#C/C(=C(/O)COC(=O)c1ccccc1O)c1nc2ccccc2s1,i,-0.91
CCS(=O)(=O)Nc1ccc(C2=NN(C(=S)Nc3ccccc3)C(c3ccco3)C2)cc1 (stereo not given),i,-2.2
Nn1c(SCC(=O)NC2CCCCC2)nnc1C1CC1,i,-0.41
COc1ccc(CNC(=O)C2(CC3CC(c4ccccc4)=NO3)CCN(C(=O)Cc3ccc(F)cc3)CC2)cc1 (stereo not given),i,-0.32
CCn1cc(-c2n[nH]c(=S)n2-c2ccc(C)cc2Br)c(=O)c2ccc(C)nc21,i,-1.5
COc1ccc(/C=C/C(=O)c2ccccn2)cc1,i,-0.68
CC(=O)NCCNC(=O)[C@H](Cc1ccccc1)NC(=O)c1cccs1,i,0.04
O=c1[nH]c(=O)n(CCc2ccc(F)cc2)c(O)c1C=NCc1ccc2c(c1)OCO2,i,0.44
O=C(CN1CCN(Cc2ccc3c(c2)OCO3)CC1)c1c[nH]c2ccccc12,i,-0.16
CC(C)C(=O)Nc1ccc(NC(=O)c2ccco2)cn1,i,0.69
COc1ccc(Cl)cc1NC(=S)NNC(=O)c1cccs1,i,0.11
N=c1c(C(=O)NCc2ccc(F)cc2)cc2c(=O)n3ccccc3nc2n1CC1CCCO1 (stereo not given),i,-0.24
CCCn1cnc2c(=S)nc(N)[nH]c21,i,-0.02
NC(=S)Nc1nc2ccccc2[nH]c1=O,i,0.01
CCC1(CC)Cc2ccccc2-c2nc(-c3ccccc3)oc(=O)c21,i,0.09

# Three of the compounds above, with two lines to a compound.
# Below each SMILES – KCNQ2 block, Kir21 inh
- CCCn1cnc2c(=S)nc(N)[nH]c21
  i, -0.02
- NC(=S)Nc1nc2ccccc2[nH]c1=O
  i, 0.01
- CCC1(CC)Cc2ccccc2-c2nc(-c3ccccc3)oc(=O)c21
  i, 0.09

# Returning to the listing, repeating the two entries before the break.
SMILES,KCNQ2 block,Kir21 inh
NC(=S)Nc1nc2ccccc2[nH]c1=O,i,0.01
CCC1(CC)Cc2ccccc2-c2nc(-c3ccccc3)oc(=O)c21,i,0.09
O=C(COC(=O)/C=C/c1ccccc1[N+](=O)[O-])NC1CC1,i,0.49
Nc1nonc1OCCc1ccccc1,i,-0.11
Cc1cc(C)nc(NC(=O)CCCC(=O)O)c1,i,-0.02
COc1ccc(CC(=O)N2CCCc3ccccc32)cc1,i,0.93
COc1ccc(-c2cc(C(=O)NCC3CCCO3)c3ccccc3n2)c(OC)c1 (stereo not given),i,0.41
Cc1ccc(CSCC(=O)N(C)CC(=O)Nc2ccc(C)cc2)cc1,i,-1.9
Cc1cc(=O)oc(C)c1C(=O)NCC(C)C,i,-0.28
O=C(CCCC(=O)NC1CCCCC1)Nc1ccc([N+](=O)[O-])cc1,i,0.18
CCC(C)[C@@H](C(=O)N1CCNCC1)n1cc(CCCN=C(N)N)nn1 (stereo not given in full),i,0.96
CCOC(=O)/C(C#N)=C/c1c(N2CCCCCC2)nc2ccccn2c1=O,i,0.03
CC(=O)OC1CC(C)(C)N(OC(=O)c2ccc(N)cc2)C(C)(C)C1,i,-1.3
O=C(NCc1ccc2c(c1)OCO2)C1CCC(CNS(=O)(=O)c2cccc3nsnc23)CC1 (stereo not given),i,-1
CCOC(=O)c1ccc(NC(=O)CN2CCN(C(=O)c3ccco3)CC2)cc1,i,2
COc1cccc(CC(NC(C)=O)C(=O)NC2CCN(C(=O)c3ccncc3)CC2)c1OC (stereo not given),i,-0.45
O=c1c2c(-c3ccccc3)csc2ncn1/N=C/c1c2ccccc2cc2ccccc12,i,-0.2
O=C(NNC(=S)Nc1cccc2ccccc12)c1cccc(Br)c1,i,1.8
O=C(Nc1cc(Cl)ccc1-n1cncn1)c1cc(F)c(F)c(F)c1F,i,-0.03
CCC1CCc2[nH]nc(C(=O)O)c2C1 (stereo not given),i,-0.72
CCOC(=O)c1nc(Nc2cc(Cl)ccc2OC)c2ccccc2n1,i,-1.2
COC(=O)c1sccc1NC(=O)Nc1ccccc1F,i,-0.06
COc1cc(-c2noc(CCCC(=O)NC3CCCCC3)n2)cc(OC)c1OC,i,-0.66
CN(CC(=O)NCc1ccncc1)S(=O)(=O)c1ccc(Br)cc1,i,-0.07
COc1ccc(CN(C)C(=O)c2ccc(NC(=O)CC3SC(N4CCCC4)=NC3=O)cc2)c(OC)c1OC (stereo not given),i,-2.2
C=CCOc1c(Cl)cc(CNc2ccc3[nH]c(=O)[nH]c3c2)cc1OC,i,-0.62
CCCCS(=O)(=O)N1CCN(S(=O)(=O)c2cccs2)CC1,i,0.21

# Later entries
SMILES,KCNQ2 block,Kir21 inh
COc1ccccc1CC(=O)Nc1ccc([N+](=O)[O-])cc1O,i,0.03
CCc1nnc(SCC(=O)Nc2ccccc2)n1CC1CCCO1 (stereo not given),i,0.07
COc1cccc(C2C3=C(N=C4SCC(=O)N42)c2ccccc2CC3)c1OC (stereo not given),i,-1.4
c1ccc(-c2nnc(NC3=NCCC3)o2)cc1,i,-0.1
O=C(c1ccco1)N1CCN(C(=O)c2ccccc2[N+](=O)[O-])CC1,i,-2.9
Cn1c(=O)c2c(SCC(=O)Nc3ccc4c(c3)OCCO4)nc(CC(C)(C)C)nc2n(C)c1=O,i,1.4
Cc1cccc(N2CCN(S(=O)(=O)c3ccc4[nH]c(=O)ccc4c3)CC2)c1C,i,0.27
COc1c2ccoc2cc2oc(C)cc(=O)c12,i,0.48
CCN1CCN(c2cc(C)c3cc(NC(=O)c4ccc(Br)o4)ccc3n2)CC1,i,0.06
COc1ccccc1NC(=O)CSc1nnc2ccc(-c3cccnc3)nn12,i,0.36
COc1ccc(C(=O)OCC(=O)Nc2cccc(C(C)=O)c2)cc1OC,i,-1.1
Cc1ccc2c(c1)c1c3n2CCN(C(=O)C2CC2)C3CCC1 (stereo not given),i,1.9
CCC(C)[C@H](NC(=O)N1CCCC1)C(=O)OC (stereo not given in full),i,-0.01
CN(Cc1ccccn1)Cc1nc(COc2ccccc2)no1,i,0.14
CN1C(=O)C2(OCCCO2)c2ccccc21,i,-0.45
N#Cc1ccsc1NC(=O)COC(=O)c1cc(Br)ccc1O,i,-0.67
CC(=O)Nc1cccc(NC(=O)CSc2nnc3ccc(-c4cccnc4)nn23)c1,i,-0.11
O=C(COC(=O)c1cc(-c2ccc(F)cc2)nc2ccccc12)NCC1CCCO1 (stereo not given),i,-0.97
O=C(CN1C(=O)NC2(CCCC2)C1=O)Nc1ccccc1N1CCCC1,i,1.2
CCc1ccc(N/C(SCc2ccccc2C)=C(/C#N)C(=O)NCc2ccco2)cc1,-6.1*,0.97
CCOc1cc(C(=S)N2CCOCC2)ccc1OS(=O)(=O)c1ccc(Br)cc1,i,-0.82
O=C(CSc1ccc2nnc(-c3ccncc3)n2n1)Nc1ccc2c(c1)OCCO2,i,-0.03
CN1CCN(C(=S)c2cn(Cc3ccccc3F)c3ccccc23)CC1,i,-2.1
COc1ccc(C(=O)Nc2cc(C)ccc2NC(=O)COc2ccccc2)cc1,i,0.95
Cn1c(-c2ccc3c(c2)OCO3)cc(=O)c2ccccc21,i,-0.98

# Shown field by field: part of the list above
Nn1c(SCC(=O)NC2CCCCC2)nnc1C1CC1
  KCNQ2 block = i; Kir21 inh = -0.41

COc1ccc(CC(=O)N2CCCc3ccccc32)cc1
  KCNQ2 block = i; Kir21 inh = 0.93

O=C(CCCC(=O)NC1CCCCC1)Nc1ccc([N+](=O)[O-])cc1
  KCNQ2 block = i; Kir21 inh = 0.18

Cc1ccc(-n2c(SCC(=O)Nc3ccc4c(c3)OCO4)nnc2-c2ccccn2)cc1
  KCNQ2 block = i; Kir21 inh = 0.85

# (more compounds)
SMILES,KCNQ2 block,Kir21 inh
Cc1cccc(C)c1NC(=O)CCCSc1nnc(-c2ccco2)n1-c1ccccc1,i,1.5
O=C(Cc1ccccc1[N+](=O)[O-])NCCc1ccc(F)cc1,i,0.72
COc1ccc(NS(=O)(=O)c2cccc(C(=O)NNC(=O)CNC(=O)c3ccccc3F)c2)cc1,i,0
Cc1ccc(CNC(=O)C(=O)NCC2CCCO2)cc1 (stereo not given),i,-0.05
Cc1ccc(O)c(C2=Nc3ccccc3N=C(c3ccc([N+](=O)[O-])cc3)C2)c1,i,1.3
COc1ccc(/C(N)=N/OC(=O)c2cccc([N+](=O)[O-])c2C)cc1,i,1.5
CCOC(=O)C1CCN(C(=O)C2CCC(=O)N(Cc3cccc(C(F)(F)F)c3)C2)CC1 (stereo not given),i,-0.71
CCc1ccc(Oc2coc3cc(O)ccc3c2=O)cc1,i,0.98
Cc1c(Cl)c([N+](=O)[O-])nn1CCCC(=O)Nc1ccc(Cl)cc1Cl,i,-0.5
Cc1ccc(NS(=O)(=O)c2cc(OCC(N)=O)c(C)cc2Cl)cc1C,i,0.08
CCn1c(N2CCN(S(=O)(=O)c3ccc(OC)cc3)CC2)nc2ccccc21,i,0.68
CCC(C)NS(=O)(=O)c1ccc(OCC(=O)NCc2ccc(OC)cc2)cc1 (stereo not given),i,0.54
Cc1nn(-c2ccccc2)c(N2CCCC2)c1/C=N/NC(=O)c1cc(-c2ccccn2)nc2ccccc12,i,0.17
O=C(OC1CCOC1=O)c1ccc2ncsc2c1 (stereo not given),i,-1.4
N#Cc1cccc(C(=O)OCC(=O)NCc2ccco2)c1,i,0.02
Cc1ccc(C)c(N2CCN(CCCc3ccccc3)CC2)c1,i,-0.18
CCc1nonc1NC(=O)c1oc2ccc(C)cc2c1C,i,-0.3
O=C(NCc1ccco1)/C(=C/c1ccco1)NC(=O)c1ccco1,i,-1.9
CCOC(=O)c1c(C)[nH]c(C)c1S(=O)(=O)NCCCc1ccco1,i,-4.2*
Cc1cc(-c2ccc(Cl)cc2)n2ncnc2n1,i,-1.9
C#CCSc1nnnn1-c1ccc(Br)c(C)c1,i,-0.27
Cn1c(C(=O)O)cnc1Sc1ncc(C(F)(F)F)cc1Cl,i,-0.03
N#CCN1CCN(CC(=O)c2ccc(Br)cc2)CC1,i,-0.62
Cc1ccc(-n2nc3cc(Cl)c(NC(=O)c4ccco4)cc3n2)cc1,i,0.13
CC1CCCC(C)N1C(=O)CSc1nc(N)cc(N)n1 (stereo not given),i,-0.43

# Printed as active in Kir21 inh, of those listed so far:
SMILES,KCNQ2 block,Kir21 inh
CCOC(=O)c1c(C)[nH]c(C)c1S(=O)(=O)NCCCc1ccco1,i,-4.2*

# The listing continues:
SMILES,KCNQ2 block,Kir21 inh
COc1ccc(C(=O)N[C@H](C(=O)Nc2nc3c(s2)CCCC3)C(C)C)cc1,i,0.14
C[C@H](NC(=O)c1nc[nH]c1C(=O)NC1CCN(C(=O)OC(C)(C)C)CC1)C(=O)OC(C)(C)C,i,-0.76
O=C(Cn1c(=O)oc2ccccc21)Nc1cccc(Cl)c1,i,0.34
CSc1nsc(SC)c1NC(=O)Nc1ccccc1C,i,0.47
COc1cc(C(=O)NCc2cc3cc(Cl)ccc3n2C)cc(OC)c1OC,i,-0.73
COc1ccc2cc(S(=O)(=O)N3CCCCC3)ccc2c1S(=O)(=O)N1CCCCC1,i,0.14
COc1ccccc1NC(=O)COc1ccc(C(=O)NC2CCCc3ccccc32)cc1OC (stereo not given),i,0.08
CC(=O)OC[C@H]1O[C@@H](Sc2cccc3cccnc23)[C@H](OC(C)=O)[C@@H](OC(C)=O)[C@H]1OC(C)=O,i,0.08
CC(c1ccccc1)n1cnc2ccccc21 (stereo not given),i,-0.24
CC(=O)N1c2ccc(S(=O)(=O)NCCc3ccc(S(N)(=O)=O)cc3)cc2CC1C (stereo not given),i,0
COc1ccc(NC(=O)c2ccccn2)cc1OC,i,1.2
Cc1onc(-c2ccccc2)c1C(=O)Nc1sc2c(c1C(N)=O)CCC2,i,-0.11
O=Cc1ccc(O)cc1O,i,0.01
Cc1[nH]n(C(C)(C)C)c(=O)c1Sc1ccc(Cl)cc1,i,-0.07
CN1CC2CCCC3(C1)C(=O)NC1(CCCCC1)N=C23 (stereo not given),i,-0.02
COCCNC(=O)CN1CCC(NC(=O)Nc2ccc(C(F)(F)F)cc2)CC1,i,-0.63
Cc1cc(Br)ccc1SCC(=O)OCC(=O)NC1CC1,i,0.27
CCOc1ccc(CC(=O)NNC(=S)NCCc2ccccc2)cc1,i,-1.4
CC(C)C(=O)N1CCN(CCN=CC2=C(O)CC(c3ccco3)CC2=O)CC1 (stereo not given),i,2.4
N#CCSc1nnc2ccc3ccccc3n12,i,0.34
COc1cccc(N2CCN(S(=O)(=O)c3ccc4c(c3)oc(=O)n4C)CC2)c1,i,-1.3
Cn1ncc(Cl)c1C(=O)NCc1ccco1,i,0.54
N#CCCN(C(=O)COc1ccc(Cl)cc1Cl)c1ccccc1,i,-0.8
